Bioassay records: PubChem BioAssay, National Center for Advancing Translational Sciences (NCATS)
Akt phos inh: blocks phosphorylation of Akt; Neuro2A IGF-stimulated pAkt S473 HTRF, 20 min; hits give low values; activity change, % for hits at 50 µM; 360,000 tested, 0.32% active; AID 651550; in the data active = activity change below about -80%; inconclusive = mostly about -51% to -80%; also: % is scaled to controls: 0 for no effect and ±100 for the full control effect
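Neuro2A cells (4,500/well, DMEM with 0.5% FBS) were treated with compound at a single 50 µM final concentration, stimulated with 6 nM IGF for 20 min at 37 °C, and lysed. Phospho-Akt Ser473 was read by HTRF as 665/615 ratio ×10^4.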
EPAC2 antagonist: blocks human EPAC2 exchange factor; Q8WZA2; EPAC2 GEF exchange of Rap1B-BODIPY-GDP, fluorescence; Potency, µM (titrated, usually from 114 µM), without a hit: at the highest dose activity, negative = inhibition, most hits filed as inhibitors; 360,000 tested, 0.18% active; AID 720708; also: potency is read from the fitted curve at half-maximal effect; % is scaled to controls: 0 for no effect and ±100 for the full control effect; nearly all actives have a fitted effect of over 45% in size; many of its hits are not listed in these tables
Target sequence (Q8WZA2 whole entry, looked up): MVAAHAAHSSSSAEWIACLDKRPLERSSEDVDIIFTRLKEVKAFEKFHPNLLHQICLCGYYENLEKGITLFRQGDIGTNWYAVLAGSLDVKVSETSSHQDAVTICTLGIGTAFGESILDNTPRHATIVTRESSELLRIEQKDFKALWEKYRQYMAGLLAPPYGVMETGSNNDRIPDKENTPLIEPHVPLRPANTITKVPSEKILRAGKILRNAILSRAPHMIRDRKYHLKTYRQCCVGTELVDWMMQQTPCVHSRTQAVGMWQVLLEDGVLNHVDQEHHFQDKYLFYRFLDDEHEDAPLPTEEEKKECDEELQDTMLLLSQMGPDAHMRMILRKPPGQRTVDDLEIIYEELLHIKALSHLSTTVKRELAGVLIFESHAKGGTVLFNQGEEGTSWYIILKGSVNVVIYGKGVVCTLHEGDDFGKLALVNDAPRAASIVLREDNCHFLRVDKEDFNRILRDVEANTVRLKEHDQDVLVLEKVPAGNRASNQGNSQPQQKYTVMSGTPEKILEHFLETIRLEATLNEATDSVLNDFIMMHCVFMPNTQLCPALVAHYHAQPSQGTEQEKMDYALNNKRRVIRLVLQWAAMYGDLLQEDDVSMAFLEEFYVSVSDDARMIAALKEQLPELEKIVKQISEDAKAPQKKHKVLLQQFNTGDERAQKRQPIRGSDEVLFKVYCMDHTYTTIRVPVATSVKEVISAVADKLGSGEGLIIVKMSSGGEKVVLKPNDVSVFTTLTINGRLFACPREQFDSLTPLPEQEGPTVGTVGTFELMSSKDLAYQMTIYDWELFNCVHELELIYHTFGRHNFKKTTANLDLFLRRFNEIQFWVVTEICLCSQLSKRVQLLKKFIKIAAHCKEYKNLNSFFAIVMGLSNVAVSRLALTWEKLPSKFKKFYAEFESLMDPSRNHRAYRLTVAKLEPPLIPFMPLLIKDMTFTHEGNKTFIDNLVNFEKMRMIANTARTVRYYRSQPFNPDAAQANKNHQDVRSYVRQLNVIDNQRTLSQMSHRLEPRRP
MmCpn inh: inhibitors of Methanococcus maripaludis chaperonin (MmCpn); purified Mm-Cpn ATPase, ADP Transcreener TR-FRET; Potency, µM (series often up to 76.9 µM), for the others: at the highest dose activity, negative = inhibition, usual class: inhibitors; 330,000 tested, 0.031% active; also: potency is read from the fitted curve at half-maximal effect; % is scaled to controls: 0 for no effect and ±100 for the full control effect; nearly all actives have a fitted effect of over 80% in size
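TR-FRET (320 nm excitation; 590 and 665 nm emission) reports ADP made from 10 uM ATP by 25 nM enzyme; compounds were preincubated 10 min, reaction run 30 min, both at 37°C.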
Nrf2 block: blocks Nrf2 signaling | A549 ARE-Fluc reporter, luciferase luminescence, 18-24 h | Potency, µM (highest dose often 46 µM), without a hit: at the highest dose activity change, negative = inhibition, hits mostly inhibitors | 360,000 tested, 2.1% active | AID 504444; also: potency is read from the fitted curve at half-maximal effect; % is scaled to controls: 0 for no effect and ±100 for the full control effect; nearly all actives have a fitted effect of over 60% in size
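Concentration-response testing used A549 ARE_Fluc cells at 5000 cells/well. Following an 18-24 h compound incubation, viability was read by fluorescence (Ex 405/Em 525) and luciferase output by luminescence.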
CCT chaperon mod: modulators of cytosolic chaperonin (CCT/TRiC) activity. purified chaperonin ATPase assay, HTRF ADP detection, 30 min. activity change, % (no concentration beside the values), hits read low. 360,000 tested, 0.3% active; in the data active = activity change below about -30%; also: % is scaled to controls: 0 for no effect and ±100 for the full control effect
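Nucleotide hydrolysis assay: TRiC at 20–40 nM final (set by batch activity) with 10 uM ATP, 30 min at 37 °C, in presence of 76 uM compound. Detection by competitive ADP HTRF, 30 min ambient.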
Nrf2 activator: Nrf2 pathway activation; AREc32 ARE-luciferase reporter (MCF7-derived line), luminescence, 24 h; Potency, µM (series often up to 46.1 µM), without a hit: top-dose activation, usual class: activators; 410,000 tested, 0.31% active; also: potency is read from the fitted curve at half-maximal effect; % of control where 0% means no effect; nearly all actives have a fitted effect of over 65% in size
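Nrf2 activation is followed as ARE-luciferase induction in the AREc32 line after one day of compound treatment; luminescence is read with Steady-Glo.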
A549 tox: kills or reduces viability of A549 cells in Nrf2 counter-screen; A549 ARE-Fluc cells, CellTiter-Fluor viability, 18-24 h; Potency, µM (doses to about 46 µM), inactives show at the top dose activity change, negative = cytotoxicity, most hits filed as inhibitors; 390,000 tested, 0.16% active; also: potency is read from the fitted curve at half-maximal effect; % is scaled to controls: 0 for no effect and ±100 for the full control effect
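A549 ARE_Fluc cells in 5% FBS OPTI-MEM were exposed to compounds in concentration-response for 18-24 h at 37 deg C. Viability was read by CellTiter-Fluor fluorescence (Ex 405/Em 525) after 30 min, before the luciferase read.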
EPAC2 agonist: activates human EPAC2 exchange factor | Q8WZA2 | EPAC2 activation, biochemical qHTS; response scale: 100% = 6.5 mM cAMP response | Potency, µM (titrated, usually from 154 µM), inactives show at the highest dose activation, actives largely listed as activators | 360,000 tested, 0.079% active; also: potency is read from the fitted curve at half-maximal effect; nearly all actives have a fitted effect of over 50% in size
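In this primary screen, activation is scored as increased exchange of BODIPY-GDP from Rap1B by 100 nM EPAC2, with 50 uM GDP as competitor. Signal is normalized to the 6.5 mM cAMP agonist control.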
TGFb inhibitor: blocks TGF-b signaling; HepG2 CAGA-GFP TGF-b/SMAD3 reporter, GFP fluorescence, 18 h; TGF-beta stimulated, 500 pg/mL final; Potency, µM (highest dose often 46.1 µM), without a hit: top-dose activity, negative = inhibition, hits mostly inhibitors; 410,000 tested, 1.2% active; also: potency is read from the fitted curve at half-maximal effect; % is scaled to controls: 0 for no effect and ±100 for the full control effect; nearly all actives have a fitted effect of over 65% in size
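First, reporter cells (HEPG2 CAGA-GFP) rested 2 h at 37 degrees C. Next, compounds were pinned in and TGF-beta added to 500 pg/mL final. After 18 h, GFP was imaged per cell and summed per well.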
Starred values were filed as active, the others as inactive; i = inactive; ? = inconclusive; . = no result given; [ ] = another dose, or the depositor's remark. Unless noted, calls follow the shape of the dose curve; as a rule, active = well fitted curve in the direction sought with a large enough effect; inconclusive = small, poorly fitted or top-dose-only effect, or another doubt; inactive = no such curve, though single readings can be large; an effect the other way counts as inactive or inconclusive. A portion of the library; rates above refer to the full screens.

Molecule	Akt phos inh	EPAC2 antagonist	MmCpn inh	Nrf2 block	CCT chaperon mod	Nrf2 activator	A549 tox	EPAC2 agonist	TGFb inhibitor
CCCCn1c(N)c(N(CCC(C)C)C(=O)c2ccc(C)o2)c(=O)[nH]c1=O	i	17%	1%	2%	-4.0	-0.5%	9%	2%	18%
CC(C)c1csc(CN2CCC(N3CCC(C(=O)N4CCOCC4)CC3)CC2)n1	i	-1%	1%	0%	-1.2	-0.3%	1%	9%	2%
COc1ccc(CN(C(=O)Cn2nnc3ccccc32)C(C(=O)NC(C)(C)C)c2ccco2)cc1 (stereo not given)	i	0%	1%	1%	-1.5	-0.4%	0%	-3%	-11%
O=C(CCN=C1NS(=O)(=O)c2ccccc21)Nc1ccc(F)cc1Cl	i	29%	1%	9.2µM*	-2.9	4.6%	10%	3%	-24%
CCC(C)(C)C1CCC2(CC1)NC(=O)N(CC(=O)NCCCc1ccccc1)C2=O (stereo not given)	i	17%	?	-2%	1.2	0.1%	1%	-2%	3%
O=C(CN1CC[n+]2c(-c3cccs3)csc21)c1ccc(-c2ccccc2)cc1	i	9%	0%	?	1.0	4.4%	-7%	-12%	-8%
O=C(CC(=O)Nc1cccc(Cl)c1Cl)Nc1cccc(Cl)c1Cl	i	2%	0%	-19%	-2.5	-0.9%	-1%	0%	-24%
O=C(N=Nc1c(O)[nH]c2ccccc12)c1cc(-c2ccc(F)cc2)n[nH]1	i	8%	0%	?	-3.9	-0.1%	7%	-3%	8%
COc1ccc(C)cc1NC(=O)Nc1ccc(Br)cn1	.	2%	-2%	15%	0.7	3.4%	2%	-1%	-15%
CC(C)C(=O)OCc1cc(=O)n2nc(C3CCCCC3)sc2n1	.	.	.	?	.	2.8%	14%	.	-23%
CCC(=O)N1CCCC(C)(C(=O)NS(=O)(=O)c2cccs2)C1 (stereo not given)	i	2%	.	.	-1.1	0.5%[9.22 µM]	.	-10%	-3%
Cc1ccc(S(=O)(=O)c2ccc(Oc3ccccc3)cc2)cc1	i	17%	2%	?	1.3	-0.7%	-14%	11%	-8%
Fc1ccccc1-c1csc(-c2cccnc2)n1	i	1%	-1%	?	-5.7	?	0%	6%	?
N#Cc1nc(COc2ccccc2)oc1N1CCCCC1	i	-17%	2%	8%	-0.5	0.4%	2%	15%	-14%
COc1ccc(NC(=O)COc2ccccc2)cc1Cl	i	-5%	-1%	0%	-1.5	2.1%	8%	8%	10%
COc1cccc(/C(O)=C/c2nc3ccc(C(=O)NCCc4ccc(Cl)cc4)cc3[nH]c2=O)c1	i	52%[activator]	1%	?	-2.8	-0.5%	-17%	112µM*	-9%
CCN(CC)S(=O)(=O)c1ccc(NC(=O)CSc2nc3nc(C)cc(C)c3c(=O)[nH]2)cc1	i	-1%	.	?	-3.4	0.1%	-4%	-11%	?
CC(NC(=O)C(NC(=O)C(Cc1c[nH]c2ccccc12)NC(=O)OC(C)(C)C)C(C)C)C(N)=O (stereo not given)	i	0%	-1%	-1%	-0.6	-0.9%	-4%	-3%	9%
COc1ccccc1C(=O)NCC(=O)N=Nc1c(O)n(C(C)C)c2ccccc12	.	-15%	-1%	23µM*	-1.2	-0.4%	-15%	11%	-19%
O=C(Nc1nccs1)c1ccc(S(=O)(=O)N2CCOCC2)cc1	i	-1%	3%	-5%	0.3	6.2%	4%	12%	-29%
COc1cccc(CNC(=O)c2cccc(Br)c2)c1	i	6%	?	-3%	2.3	3.4%	-2%	5%	-4%
CCn1c(=S)[nH]c2cc(S(=O)(=O)N3CCOCC3)ccc21	i	8%	-2%	-3%	-1.5	6.3%	-2%	5%	-4%
CCOC(=O)Nc1ccc(C(N)=O)cc1	i	-2%	0%	6%	-2.4	0.3%	1%	10%	-20%
O=C(CN1C(=O)CC(c2ccccc2)S(=O)(=O)c2ccccc21)N1CCCCC1 (stereo not given)	i	12%	2%	-14%	-5.1	-0.6%	1%	4%	0%
Cc1ccc(Oc2ccc(S(=O)(=O)NCC(C)(C)N3CCOCC3)cc2)cc1	i	2%	-2%	-13%	0.7	0.5%	8%	14%	?
COc1ccc(OC)c(S(=O)(=O)NC2CC2)c1	i	-6%	1%	-7%	0.3	0.1%	2%	6%	3%
O=[N+]([O-])c1cc(S(=O)(=O)Nc2ccccc2)ccc1N1CCN(c2ccccc2)CC1	i	-6%	1%	18µM*	-1.3	5.4%	?	14%	?
N#CC(=Cc1cccs1)c1nc(-c2ccc(Cl)cc2)cs1	i	25%	.	.	-9.3	0.0%	.	-133%[inhibitor]	-3%
Nc1cc(=O)[nH]c(SCC(=O)NCCC2=CCCCC2)n1	i	-5%	0%	1%	-5.4	-0.6%	7%	3%	-30%
OCCNc1nc(NCCC2=CCCCC2)nc(N2CCOCC2)n1	i	-12%	1%	?	-6.9	2.9%	9%	-6%	-1%
O=S(=O)(c1ccc(Cl)cc1)N1CCN(c2nc(C(F)(F)F)nc3ccccc23)CC1	i	-15%	.	.	-1.1	0.0%	.	2%	-19%
O=C(O)c1ccccc1Nc1ccccc1C(=O)O	i	0%	-4%	1%	0.0	1.8%	5%	13%	8%
O=C(O)c1ccc(-n2nnc3ccccc32)c([N+](=O)[O-])c1	i	2%	0%	7%	1.3	0.3%	1%	5%	4%
CC1=C(C(=O)OCC2CCCO2)C(c2ccncc2)C2=C(CC(C)(C)CC2=O)N1 (stereo not given)	i	0%	-1%	-14%	1.6	-1.0%	-8%	5%	7%
Cn1c(=O)n(CCOc2ccc(Cl)cc2Cl)c2ccccc21	i	-3%	0%	-10%	-2.3	-0.5%	13%	6%	-8%
O=C(Nc1ccc(S(=O)(=O)NCC2CCCO2)cc1)c1cnccn1 (stereo not given)	i	3%	1%	-29%	-0.6	-0.5%	-5%	-4%	-13%
Cc1ccc(Oc2ccc(/C=N/O)cn2)cc1	i	6%	-3%	28%	0.2	5.2%	-1%	1%	13%
O=C(Cc1cccs1)NCc1ccc(Cl)cc1	i	3%	0%	?	0.2	-0.5%[9.22 µM]	-5%	2%	4%
Cc1noc(C)c1CSCC(=O)Nc1cc(S(C)(=O)=O)ccc1Cl	i	-1%	2%	11%	1.2	-0.1%	-4%	-6%	0%
CNC(=O)Cn1nc(-c2ccc(C)cc2)c2ccccc2c1=O	i	0%	3%	0%	-2.6	1.7%	-1%	2%	-7%

Grouped by structure: the compounds so far with bromine.
Molecule	Akt phos inh	EPAC2 antagonist	MmCpn inh	Nrf2 block	CCT chaperon mod	Nrf2 activator	A549 tox	EPAC2 agonist	TGFb inhibitor
COc1ccc(C)cc1NC(=O)Nc1ccc(Br)cn1	.	2%	-2%	15%	0.7	3.4%	2%	-1%	-15%
COc1cccc(CNC(=O)c2cccc(Br)c2)c1	i	6%	?	-3%	2.3	3.4%	-2%	5%	-4%

(further entries)
Molecule	Akt phos inh	EPAC2 antagonist	MmCpn inh	Nrf2 block	CCT chaperon mod	Nrf2 activator	A549 tox	EPAC2 agonist	TGFb inhibitor
Cc1ccc(C(=O)CCC(=O)OCC(=O)NNC(=O)c2ccccc2Cl)cc1	i	-3%	-3%	3%	-1.6	-1.4%	-1%	7%	-20%
COc1ccc(N2C(=O)C3CCCN3C2c2cc(OC)c(OC)c(OC)c2)cc1 (stereo not given)	i	3%	0%	12%	-2.4	0.2%	4%	6%	11%
COc1ccc2c(c1)c(CCNNC(=O)C(C)(C)C)c(C)n2C(=O)c1ccc(Cl)cc1	i	?	.	0%	-5.1	-3.7%	9%	10%	?
Cc1ccnc(NC(=O)c2ccc3[nH]c(=O)c(=O)[nH]c3c2)c1	.	7%	0%	-23%	0.3	-0.7%	1%	1%	4%
CC(C)Sc1ncc(Cl)c(C(=O)Nc2ccc(S(=O)(=O)N(C)c3ccccc3)cc2)n1	.	.	.	-18%	.	0.9%	5%	.	-21%
O=C(COC(=O)c1cccc([N+](=O)[O-])c1)c1ccc(OCc2ccccc2)cc1	i	-8%	-3%	?	-0.5	0.9%	-1%	9%	0%
COc1ccc(-c2ccc(NCCN3CCOCC3)nn2)cc1OC	i	-2%	-1%	17%	-2.5	-0.8%	2%	4%	-9%
NC(c1csc(Nc2ccccn2)n1)C1CCCCC1 (stereo not given)	i	10%	.	.	0.1	0.3%[9.22 µM]	.	3%	-5%
CC(=O)NCCNC(=O)c1cc(-c2cccc3ccccc23)nc2ccccc12	i	0%	.	8%	-1.5	-0.5%	-11%	-2%	-4%
COCCSc1ccccc1C(=O)Nc1cc([N+](=O)[O-])ccc1OC	i	10%	-2%	-1%	-1.1	-1.3%	1%	4%	-4%
Cc1ccc(NC(=O)c2cnn(-c3ccc(C)c(C)c3)c2C2CCN(C(=O)OC(C)(C)C)CC2)c(C)c1	.	.	.	?	.	0.1%	-4%	.	-24%
COc1cccc(NC(=O)CCN2C(=O)c3ccc([N+](=O)[O-])cc3C2=O)c1	i	23%	0%	13%	0.1	-0.5%	2%	-2%	10%
CCOc1ccc(Oc2ccc(NC(=O)[C@@H](NC(N)=O)[C@@H](C)CC)cc2)cc1	i	-2%	-2%	-8%	-1.0	0.5%	0%	-7%	9%
